Assay outcomes deposited in PubChem by several laboratories.
PAD4 FP inh – human PAD4 inhibitors, primary screen, biochemical, fluorescence polarization, 1536-well format. recombinant PAD4, RCA probe fluorescence polarization. inhibition, % at 6.36 µM. Protein-arginine deiminase type-4 (Homo sapiens), Q9UM07. AID 485272, 2010. hit rate 0.41% among 330,000;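 active = percent inhibition above a cutoff equal to the mean of all tested compounds plus 3 SD, cut at about 15% in these data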;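 note: 0% = PAD4 with RCA probe and DMSO and 100% = probe without PAD4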
TPT1 inhibitor – Candida albicans TPT1 enzyme inhibitors, primary screen, biochemical, fluorescence polarization; tRNA 2'-phosphotransferase TPT1 (Candida albicans SC5314); recombinant caTPT1, FP RNA substrate dephosphorylation; inhibition, % at 5 µM; hit rate 0.81% among 300,000;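 active = inhibition above the mean of all tested compounds plus 3 SD, set per screening campaign, cut at about 24% in these data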;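 note: plate controls were DMSO alone for no effect and ferristatin control at 100 nM for full effect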
Fam108B inh – mouse Fam108B serine hydrolase inhibitors, primary screen, counter-screen for RBBP9 inhibitor project, biochemical, fluorescence polarization. recombinant Fam108B, FP-Rh probe fluorescence polarization. hit rate 0.33% among 300,000. inhibition, % at 9.51 µM;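 active = inhibition above the screen mean inhibition plus 3 SD, computed separately per campaign, cut at about 18% in these data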;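 note: inhibitors lower polarization as less probe binds the enzyme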
GLD-1 RNA inh – GLD-1/TGE RNA complex disruptors, primary screen, biochemical, fluorescence polarization; purified GLD-1 + fluorescein TGE RNA; inhibition, % at 5.96 µM; hit rate 0.44% among 320,000;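 active = percent inhibition above a per-plate cutoff, the plate mean of test compounds plus 3 SD, cut at about 30% in these data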;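 note: 0% = DMSO wells with GLD-1 and probe and 100% = wells lacking GLD-1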
MEX-5 binding – MEX-5 zinc finger RNA-binding disruptors – biochemical, C. elegans, fluorescence polarization, MLPCN library, primary screen; MEX-5/FITC-TCR2 RNA binding; active compounds read low; Zinc finger protein mex-5 (Caenorhabditis elegans), Q9XUB2; activity score (negative = inhibition of binding), % at 10 µM; AID 1832, 2009; hit rate 0.38% among 300,000;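 active = inhibition past about -25% in most replicates, and total fluorescence under double the plate's negative control median, limit read from the data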;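 note: 0% = DMSO and -100% = 5 µM competing unlabeled TCR2 RNA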
GSTO1 inh – inhibitors of recombinant GSTO1, primary screen, counter-screen for RBBP9 inhibitor project, biochemical, fluorescence polarization. Glutathione S-transferase omega-1 (Homo sapiens), P78417. hit rate 1.1% among 300,000. inhibition, % at 5.96 µM. activity-based probe fluorescence polarization. AID 1974, 2009;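 active = inhibition above the campaign mean inhibition plus 3 SD, cut at about 35% in these data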;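 note: 0% = GSTO1-1 with DMSO and 100% = wells lacking GSTO1-1 enzyme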
Target sequence (P78417 whole entry, looked up): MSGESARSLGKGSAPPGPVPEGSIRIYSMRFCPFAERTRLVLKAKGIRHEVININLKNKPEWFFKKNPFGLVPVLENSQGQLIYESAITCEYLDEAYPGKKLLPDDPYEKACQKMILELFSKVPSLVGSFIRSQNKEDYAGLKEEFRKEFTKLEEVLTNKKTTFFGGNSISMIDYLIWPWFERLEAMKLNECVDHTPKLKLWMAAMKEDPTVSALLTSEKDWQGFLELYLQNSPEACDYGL
MCL1 BIM primary – inhibitors of MCL1 binding to BIM-BH3, primary screen, biochemical, fluorescence polarization | GST-MCL1 / FITC-Bim-BH3 fluorescence polarization | inhibition, % at 10.9 µM | hit rate 0.68% among 320,000;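 active = inhibition above the mean inhibition of all tested compounds plus 3 SD, set per campaign, cut at about 40% in these data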;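 note: 0% = DMSO wells and 100% = unlabeled Bim-BH3 peptide control; higher means more loss of mP so more displacement of Bim peptide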
PME-1 primary – PME-1 inhibitors via competitive probe labeling, primary screen, biochemical, fluorescence polarization, FP-Rh probe, HTS. recombinant PME-1. inhibition, % at 5.9 µM. hit rate 0.53% among 320,000;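 active = inhibition above the campaign mean of all compounds plus 3 SD, cut at about 26% in these data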;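 note: competitive labeling of PME-1 active site by serine hydrolase directed probe; 0% = PME-1 with DMSO and 100% = wells lacking PME-1 enzyme; inhibitors block probe labeling so polarization falls and inhibition rises; many of its hits are not listed in these tables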
Target sequence (Q9Y570 whole entry, looked up): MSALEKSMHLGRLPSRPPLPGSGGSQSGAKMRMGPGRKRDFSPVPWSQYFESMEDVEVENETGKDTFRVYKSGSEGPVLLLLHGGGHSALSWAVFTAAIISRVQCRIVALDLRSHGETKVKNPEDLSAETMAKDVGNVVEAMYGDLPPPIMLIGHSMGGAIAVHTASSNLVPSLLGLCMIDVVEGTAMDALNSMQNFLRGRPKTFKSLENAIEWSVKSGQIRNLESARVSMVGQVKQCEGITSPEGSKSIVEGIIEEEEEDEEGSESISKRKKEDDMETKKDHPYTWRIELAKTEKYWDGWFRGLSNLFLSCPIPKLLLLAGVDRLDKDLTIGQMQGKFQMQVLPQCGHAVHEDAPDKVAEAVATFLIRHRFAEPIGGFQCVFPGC
Bcl-xL primary – inhibitors of human Bcl-xL, primary screen, biochemical, fluorescence polarization, HTS; Bcl-2-like protein 1 (Homo sapiens), Q07817; GST-Bcl-xL / FITC-Bim BH3 peptide fluorescence polarization; inhibition, % at 10.9 µM; hit rate 0.7% among 320,000; AID 2129, 2009;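 active = inhibition above the mean of all tested compounds plus 3 SD, cutoff set per campaign, cut at about 30% in these data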;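 note: 0% = DMSO wells and 100% = unlabeled Bim-BH3 peptide competitor; inhibitors lower millipolarization by displacing the labeled peptide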
Target sequence (Q07817 whole entry, looked up): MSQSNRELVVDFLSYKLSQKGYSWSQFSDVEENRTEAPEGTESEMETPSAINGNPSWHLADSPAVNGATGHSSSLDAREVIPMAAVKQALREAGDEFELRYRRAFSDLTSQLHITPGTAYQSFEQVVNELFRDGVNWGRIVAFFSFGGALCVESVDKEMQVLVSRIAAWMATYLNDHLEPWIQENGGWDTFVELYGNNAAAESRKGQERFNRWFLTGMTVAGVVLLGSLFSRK
Starred values were filed as active, the others as inactive; x = no result given. A portion of the library; count on the stated rates, not on these rows.

SMILES	PAD4 FP inh	TPT1 inhibitor	Fam108B inh	GLD-1 RNA inh	MEX-5 binding	GSTO1 inh	MCL1 BIM primary	PME-1 primary	Bcl-xL primary
COc1ccc(-c2cc(C(F)(F)F)nc(SCC(=O)N3CCOCC3)n2)cc1OC	8	-5	0	7	0.7	-10	2	-3	-2
CCn1c(=O)cc(SCC(=O)NCc2ccco2)c2ccccc21	-2	1	4	-3	0.3	4	4	0	7
Cc1nnc(Cl)c2nn(-c3ccccc3)c(C)c12	1	4	0	-8	1.0	2	-3	-9	3
CS(=O)(=O)c1ccc(Cl)c(NC(=O)CCN2C(=O)C3CC=CCC3C2=O)c1 (stereo not drawn)	-1	x	x	3	x	x	3	3	2
O=C(NCC(c1ccco1)N1CCN(c2ccccc2F)CC1)C(=O)NC1CCCC1 (stereo not drawn)	0	2	2	4	-2.2	-10	-9	0	-1
O=C(Cn1cnc2c(cnn2-c2ccc(Cl)cc2)c1=O)N1CCN(c2ccccc2)CC1	-1	1	1	6	x	2	-5	2	-4
COc1ccc(NC(=O)CN(C)C(=O)Cc2ccc3c(c2)OCCO3)cc1	2	1	-5	7	1.6	-1	5	5	4
CCOc1ccc(-n2nnc3c(=O)n(CC(=O)N4CCCc5ccccc54)cnc32)cc1	-3	0	-12	-3	0.1	-6	2	-7	5
Cc1cc(C)c(C(=O)COC(=O)c2cccnc2Cl)c(C)c1	1	-1	1	-8	0.1	4	-10	-1	0
COc1ccc(N=C2C(=Nc3ccc(OC)cc3)N(c3ccc(N(C)C)cc3)C(=S)N2c2ccc(OC)cc2)cc1	-3	-2	3	0	2.2	18	15	0	7
O=C(Nc1ccc(C(F)(F)F)cc1)c1cc(-c2cccnc2)nc2ccc(Br)cc12	-4	-2	-11	-3	2.3	1	-1	-1	-2
O=C(O)C(CO)(c1ccccc1)c1ccccc1	-3	-5	2	6	-2.9	3	7	3	4
COc1ccc(S(=O)(=O)Cc2ccc(C(=O)N3CCCC3)o2)cc1	4	-1	-2	2	-0.5	-6	2	-2	2
Nc1cc(N2CCOCC2)c(Cl)cc1[N+](=O)[O-]	-1	-4	5	4	-2.0	7	12	6	5
Cc1c2cnn(CC(=O)N3CCOCC3)c(=O)c2c(C)n1Cc1ccccc1F	3	0	3	4	2.5	0	3	-1	2
Cc1cc(C(=O)N2CCN(c3cc(Cl)ccc3C)CC2)on1	0	2	-3	5	-2.0	3	7	5	0
Cc1cc(NC(=O)CSc2nc3cc(C(=O)NCCCOC(C)C)ccc3c(=O)n2Cc2ccco2)no1	1	-2	-22	11	1.0	-15	-2	-20	3
Clc1cccc(-c2cc3nc4c(c(N5CCN(c6cnccn6)CC5)n3n2)CCCC4)c1	3	0	5	-1	-1.9	2	-4	1	3
CCOc1ccc(CNC(=O)C2CCN(S(=O)(=O)c3ccc4c(c3)CCCC(=O)N4)CC2)cc1	0	1	4	-2	-0.7	-2	16	-2	7
COc1cc(NS(=O)(=O)c2ccc(Br)cc2)c(OC)cc1NC(=O)c1ccco1	1	5	-3	8	2.2	7	2	16	5
O=C(COC(=O)CCC(=O)c1ccccc1)NCCc1ccccc1	1	0	-1	7	0.7	8	-2	5	-1
CC(C)(C)C(=O)COC(=O)CCc1nc2ccccc2[nH]c1=O	-4	4	4	11	0.4	-5	1	3	3
O=C(c1ccoc1)N1CCC(CO)(CCc2ccccc2)CC1	-1	-2	5	5	-2.9	7	0	-3	1
Cc1ccc(-c2cc(C(=O)NCc3ccccn3)c3ccccc3n2)cc1C	-5	4	-4	-6	-5.9	-15	2	-6	0
CCCCNC(=O)c1cc(C)nc2ccccc12	-6	-2	-2	-2	0.3	-5	2	4	4
CCN(NC(=O)C(O)(c1ccccc1)c1ccccc1)C(=O)c1ccccc1	-2	-3	-2	8	-1.5	1	-3	-2	1
Oc1ccc(/C=N/NC(=S)N/N=C/c2ccc(O)cc2)cc1	1	1	12	0	-4.6	-2	9	13	13
CCN(CC)C(=O)CSc1nnc2nnc3cc(C)ccc3n12	2	-16	4	42*	-4.2	10	32	0	28
N#CC1=C(N)OC2=C(C(=O)CCC2)C1c1ccccc1 (stereo not drawn)	1	0	0	6	0.3	5	5	4	1
COc1ccccc1NS(=O)(=O)c1ccccc1C#N	-2	3	1	0	2.2	1	2	6	-1
COc1cccc(C(=O)N2CCCC(Nc3ccc(C)c(C)c3)C2)c1 (stereo not drawn)	0	1	-7	2	0.0	-13	-4	3	4
CCOC(=O)c1sc(C)c2c1NC(C)(c1cccs1)NC2=O (stereo not drawn)	-3	0	5	0	-2.8	-3	4	-1	5
COc1ccc(OC)c(CN2C(=O)CCC2(C)C(=O)NC2CCCCCC2)c1 (stereo not drawn)	-5	-3	-4	4	0.7	0	4	0	5
Cc1cc(C(=O)CN2CCC(C)CC2)c(C)n1-c1ccccc1F	-4	1	3	4	1.3	5	2	-4	4
CCN(CC)S(=O)(=O)c1cc(NC(=O)c2cccc(N3C(=O)CCC3=O)c2)ccc1Cl	1	-2	-1	0	-4.5	-1	-2	3	6
CN(C)S(=O)(=O)N1CCCC(C(=O)c2ccc(-c3ccccc3)c(F)c2)C1 (stereo not drawn)	-3	-2	-5	2	-1.8	-1	-2	-2	6
Cc1c(CC(=O)NCC(=O)O)c(=O)oc2cc3c(cc12)CCC(C)(C)O3	0	-2	-3	1	-1.4	4	0	0	5
COc1ccc(Cl)cc1NC(=O)C1CCCN(c2cc(C)nc3ncnn23)C1 (stereo not drawn)	0	-1	-1	12	0.6	3	2	5	-2
CCCN1CCN(CC(=O)Nc2nnc(C)s2)CC1	-4	4	-5	1	-1.1	-2	-2	6	-4
O=C(COC(=O)c1cccc(Br)c1)Nc1ccc2[nH]c(=O)[nH]c2c1	-4	-1	-8	-1	-0.9	-10	-8	-13	-6
COC(=O)c1cccc(NC(=O)CSc2nnc(COc3cccc(C)c3)n2C)c1	1	-1	1	1	2.8	-7	0	-7	-2
CCCCSc1nc2[nH]ncc2c(=O)[nH]1	2	-1	-3	2	-1.4	0	-3	4	-1
Cn1cnc2c(=O)[nH]cc([N+](=O)[O-])c21	-3	-1	0	4	2.9	1	5	2	0
Cc1ccc(S(=O)(=O)NCCC(=O)NCc2ccc3c(c2)OCO3)cc1C	4	-1	5	0	-1.7	2	-5	-5	0
CCOC(=O)c1c(C)nc2c(c(SC)nn2-c2ccccc2)c1N	-5	3	-2	-5	0.5	-2	2	-6	3
Cc1cc(C)cc(NC(=S)/C(=C(\[O-])c2ccc(Cl)s2)[n+]2cccc(C)c2)c1	90*	9	-2	7	-4.8	-2	3	-3	-2
Cc1ccc(NC=C(S(=O)(=O)c2ccccc2)S(=O)(=O)c2ccccc2)cc1	-1	-1	-2	9	x	-4	9	8	2
Cc1ccc(S(=O)(=O)N(C)c2cc(S(=O)(=O)N3CCC(C)CC3)c(C)cc2C)cc1	-3	0	4	-6	-0.9	0	2	0	4
Clc1cccc(Cl)c1-c1nnc2cccc(Cl)n12	2	-7	-3	1	-0.3	2	10	12	18
Cc1ccc(NC(=O)CN(C)C(=O)CSc2ccc3c(c2)OCCO3)cc1	0	x	x	-8	x	x	3	2	5
Cc1cc2c(OCC(O)CNC(C)(C)C)cccc2[nH]1 (stereo not drawn)	-13	1	-1	-6	x	-3	-10	-7	-8
C#CCNC(=O)C1=C[C@@H](C2CC2)C[C@@H](OCCCCO)O1	0	-1	-1	8	1.2	-1	8	5	11
O=C(CNC(=O)c1sc2ccccc2c1Cl)NCc1cccc(C(F)(F)F)c1	-3	-1	-4	2	-1.0	-2	-4	-4	6
CC(=O)c1cccc(NC(=O)c2cccc(S(=O)(=O)N3CCOCC3)c2)c1	-4	1	4	-2	3.8	-4	3	-6	0
COc1ccc(S(=O)(=O)N2CCC(c3cc(-c4cccc5ccccc45)n[nH]3)CC2)cc1	2	1	-8	4	0.1	-10	8	-12	11
CC(C)=CC(=O)NCCc1ccccc1	0	3	-4	5	0.2	-1	10	1	3
CC(=O)NC(C)C12CC3CC(CC(CC(=O)O)(C3)C1)C2 (stereo not drawn)	-4	0	-1	-4	1.1	-3	4	3	3
COc1cc([C@@H]2CC=C(C(=O)O)[C@H](c3ccccc3F)N2S(=O)(=O)c2ccc(C)cc2)cc(OC)c1OC	0	-3	4	-4	x	2	7	3	15
O=C(CCN1C(=O)C2C3C=CC(C3)C2C1=O)Nc1ccc(F)cc1 (stereo not drawn)	-2	-1	0	1	1.9	2	-10	1	0
O=C(CSCc1ccc(Cl)cc1)Nc1ccc(O)cc1C(=O)O	-5	-5	0	2	-4.1	7	9	2	2
(continued)
SMILES	PAD4 FP inh	TPT1 inhibitor	Fam108B inh	GLD-1 RNA inh	MEX-5 binding	GSTO1 inh	MCL1 BIM primary	PME-1 primary	Bcl-xL primary
COC(=O)c1ccccc1NC(=O)c1cc[n+](C)cc1	6	-1	-2	3	2.1	5	-18	5	-15
CC(=O)c1nnn(-c2c(F)cccc2F)c1C	1	-2	0	1	-3.4	5	1	2	0
COc1ccccc1CN(C(=O)CNC(=O)c1ccco1)C(C(=O)NCC1CCCO1)c1ccc(OC)c(OC)c1 (stereo not drawn)	-2	-2	-4	-5	-4.5	5	8	-3	5
CCOC(=O)N1CCC(NC(=O)CS(=O)(=O)Cc2nc(-c3ccccc3Cl)oc2C)CC1	-2	-3	0	-5	2.1	-5	-2	4	5
OCCCCc1nccc2c1[nH]c1ccccc12	2	-2	0	1	0.3	-3	-3	2	1
COc1cc(OC)cc(C(=O)N[C@H](C(=O)NC23CC4CC(CC(C4)C2)C3)C(C)C)c1	-3	4	-6	-1	0.6	8	-6	-5	-9
COc1ccc(N2CC(C(=O)Nc3nnc(SCC(=O)NC(C)(C)C)s3)CC2=O)cc1 (stereo not drawn)	-2	0	0	-6	1.3	3	-9	-3	-9
COCCCNc1nc2cc(OC)c(OC)cc2c2nc(-c3ccccc3)nn12	1	3	8	-1	1.2	-14	4	6	3
Cc1nn(C)cc1CNC(=O)/C=C/c1cnn(C)c1	2	-4	-1	1	-1.4	6	5	-2	4
CN1CCN(CCNC(=O)Cn2c(=O)c3cccn3c3ccc(F)cc32)CC1	-7	2	-6	0	0.0	10	2	-1	7
NC(=O)NC(CC(=O)N1CCc2ccccc2C1)c1ccc(Cl)cc1 (stereo not drawn)	2	1	-2	2	0.8	3	2	-2	5
CCCCOc1nc2c(c(=O)n(C)c(=O)n2C)n1C	0	-5	4	8	2.6	6	-1	4	-1
CSc1nc(C(C)C)ccc1CNC(=O)CC(C)c1ccccc1 (stereo not drawn)	0	-3	-6	-2	1.0	-3	12	0	10
